ssDAF-12 act – activates DAF-12 receptor from parasite S. stercoralis | activation, % at 6.8 µM | 370,000 compounds, 1% hits | HEK293 ssDAF-12/GRIP1 lit1-tk-luc reporter, luminescence; % of 3 µM dafachronic acid response;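 active = activation above the mean over all tested compounds plus 3 SD, cut at about 0.9% in these data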;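 also: 0% = DMSO-only wells and 100% = 3 µM delta7-dafachronic acid wells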
DAX1 inh-1 – inhibitors of human orphan nuclear receptor DAX1 (NR0B1) | inhibition, % at 6.75 µM | AID 504766 | P51843 | HEK293 Gal4-DAX1 luciferase reporter, luminescence | 340,000 compounds, 0.99% hits;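 active = inhibition above the mean over all tested compounds plus 3 SD, cut at about 4.2% in these data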;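 also: 0% = DAX1-transfected cells with DMSO and 100% = empty-vector control cells with DMSO; inhibition shows as a rise in luminescence from relieved DAX1 repression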
NR1D1 modulator – Rev-erb alpha (human) modulation | P20393 | Rev-erbα–FITC-DNA binding, fluorescence polarization, 90 min | activity, % at 10 µM | 370,000 compounds, 0.79% hits | AID 1259318;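 active = activity above about 14%, limit read from the data; passing the limit was not always enough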;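 also: 0% = DMSO wells with 35 nM protein and 100% = DMSO wells with 750 nM protein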
hgDAF12 agonist – activates the H. glycines DAF-12 receptor ligand-binding domain; HEK293 GAL4-hgDAF12 UAS-luciferase reporter, agonist luminescence; normalized to butyrate control; activation, % at 6.8 µM; 370,000 compounds, 1.8% hits;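 active = activation above a cutoff set at the mean of all screened compounds plus 3 SD, cut at about 10% in these data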;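 also: 0% = DMSO wells and 100% = sodium butyrate wells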
MBD2 inh – blocks human MBD2 binding to methylated DNA; Q9UBB5; TR-FRET, MBD2 binding to methylated oligonucleotide; inhibition, % at 4.4 µM; 370,000 compounds, 0.31% hits; in the data active = inhibition above about 13%
DAX1 inh-2 – DAX1 (NR0B1) inhibition, primary screen; HEK293T StAR-luciferase reporter, SF-1/DAX-1 repression relief; inhibition, % at 6.8 µM; 370,000 compounds, 1.1% hits; AID 652010;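 active = inhibition above the mean over all tested compounds plus 3 SD, cut at about 3.6% in these data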;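 also: 0% = DAX-1 cells with DMSO and 100% = cells lacking DAX-1 with DMSO; higher inhibition means more luminescence from relief of DAX-1 repression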
PLC-gamma1 inh – blocks human PLC-gamma1 enzyme activity | purified PLC-gamma1, fluorogenic substrate, fluorescence | AID 720700 | P19174 | inhibition, % at 12.2 µM | 370,000 compounds, 0.84% hits; in the data active = inhibition above about 9.5%
Target sequence (P19174 whole entry, looked up): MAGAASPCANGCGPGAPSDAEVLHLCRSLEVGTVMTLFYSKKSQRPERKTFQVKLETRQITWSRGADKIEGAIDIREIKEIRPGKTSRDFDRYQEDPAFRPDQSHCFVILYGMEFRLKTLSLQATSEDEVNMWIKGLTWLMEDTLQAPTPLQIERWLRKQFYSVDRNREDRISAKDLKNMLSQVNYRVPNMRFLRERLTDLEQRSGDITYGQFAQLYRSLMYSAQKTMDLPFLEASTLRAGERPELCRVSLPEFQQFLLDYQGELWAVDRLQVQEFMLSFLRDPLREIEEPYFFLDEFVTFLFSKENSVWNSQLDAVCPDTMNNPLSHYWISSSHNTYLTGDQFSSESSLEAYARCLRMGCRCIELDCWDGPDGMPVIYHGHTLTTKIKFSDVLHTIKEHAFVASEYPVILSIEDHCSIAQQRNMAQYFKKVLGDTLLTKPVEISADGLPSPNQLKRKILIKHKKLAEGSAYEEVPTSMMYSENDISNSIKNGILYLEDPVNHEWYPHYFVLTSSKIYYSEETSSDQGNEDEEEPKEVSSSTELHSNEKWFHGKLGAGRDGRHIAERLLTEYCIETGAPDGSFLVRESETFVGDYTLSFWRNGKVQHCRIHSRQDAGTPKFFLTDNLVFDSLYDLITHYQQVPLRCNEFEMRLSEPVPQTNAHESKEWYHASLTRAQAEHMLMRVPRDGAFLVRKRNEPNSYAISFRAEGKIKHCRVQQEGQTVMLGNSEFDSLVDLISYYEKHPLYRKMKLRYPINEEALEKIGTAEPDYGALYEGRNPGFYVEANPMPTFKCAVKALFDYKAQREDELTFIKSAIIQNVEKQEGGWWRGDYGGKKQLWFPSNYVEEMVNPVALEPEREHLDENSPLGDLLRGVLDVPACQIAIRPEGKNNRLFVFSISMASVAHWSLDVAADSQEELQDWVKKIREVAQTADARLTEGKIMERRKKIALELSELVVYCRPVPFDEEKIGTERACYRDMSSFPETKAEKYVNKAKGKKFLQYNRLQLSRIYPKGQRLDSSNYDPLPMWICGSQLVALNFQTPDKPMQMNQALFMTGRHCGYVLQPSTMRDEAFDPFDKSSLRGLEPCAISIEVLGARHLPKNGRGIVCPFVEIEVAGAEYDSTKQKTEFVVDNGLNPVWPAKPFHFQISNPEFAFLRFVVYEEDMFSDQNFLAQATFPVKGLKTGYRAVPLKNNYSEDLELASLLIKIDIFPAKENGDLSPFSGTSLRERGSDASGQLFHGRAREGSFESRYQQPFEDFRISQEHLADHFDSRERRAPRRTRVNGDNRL
PLC-beta3 inh – inhibitors of human phospholipase C beta3; Purified PLC-beta3, fluorogenic substrate, fluorescence; 370,000 compounds, 0.18% hits; inhibition, % at 12.2 µM; in the data active = inhibition above about 11%;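 also: 0% = median of compound wells on plate and 100% = full blocker control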
ADAM17 inh – inhibits human ADAM17; recombinant ADAM17, EDANS/DABCYL FRET peptide cleavage; P78536; 370,000 compounds, 0.83% hits; AID 720648; inhibition, % at 6.95 µM;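 active = inhibition above the mean of compounds lying between control limits plus 3 SD, set per campaign, cut at about 8.5% in these data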;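 also: 0% = DMSO-only wells as the low control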
SMARCA2 act – activators of SMARCA2 function | MG213 cells, MMTV-luciferase reporter, dexamethasone, overnight | activation, % at 9.1 µM | 370,000 compounds, 1% hits | AID 652017; in the data active = activation above about 7.8%;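 also: 0% = vehicle wells and 100% = reference activator wells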
hcDAF12 agonist – activates DAF-12 receptor from parasite H. contortus; HEK293 hcDAF-12 lit1-tk-luc reporter, luminescence; 0% DMSO, 100% Δ7-dafachronic acid; activation, % at 6.8 µM; 370,000 compounds, 1.4% hits; AID 652067;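 active = activation above the mean of all tested compounds plus 3 SD, cut at about 5.5% in these data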;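 also: 100% = response to 3 µM Δ7-dafachronic acid high control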
Starred values were filed as active, the others as inactive; i = inactive; nt = no result given.

mol	SMARCA2 act	DAX1 inh-1	NR1D1 modulator	ssDAF-12 act	PLC-gamma1 inh	hcDAF12 agonist	PLC-beta3 inh	DAX1 inh-2	hgDAF12 agonist	ADAM17 inh	MBD2 inh
CCC(CC)c1nnc(NC(=O)c2ccc(N3CCCCC3)c([N+](=O)[O-])c2)s1	-2	-0.6	5	-0.5	3	0.2	2	0.0	0.3	-3	4
COc1cccc(NC(=O)CC2C(=O)NCCN2C(=S)Nc2ccc(F)cc2)c1 (stereo not drawn)	-1	2.3	1	-1.4	-1	-0.2	-6	0.2	0.2	-7	3
CC(C)CCNC(=O)CSc1nc2ccccc2c(=O)[nH]1	-2	1.6	5	-0.2	1	-1.3	-1	0.8	-0.1	0	-2
Cc1c(OCC(=O)N(C)C)ccc2c3c(c(=O)oc12)CCCCC3	1	-0.3	0	-1.7	-31	0.9	-30	-0.3	-0.1	-64	-1
CCOc1ccccc1-c1nc(SCC(=O)O)n[nH]1	-1	-0.5	1	-0.7	-1	3.4	1	-0.3	1.6	-2	-5
COc1ccc(NC(=O)CCCNC(=O)c2ccc(Cl)cc2)c(OC)c1	-3	-0.9	-8	-0.6	1	-1.6	-3	0.9	0.3	1	3
COc1ccc(/C(N)=N/OC(=O)CSc2ccc(C)cc2)cc1	6	1.0	6	-1.8	5	-1.2	2	-0.1	0.7	0	-1
O=S1(=O)CCN(Cc2ccc(Cl)c(C(F)(F)F)c2)CC1	-5	1.7	3	-1.2	1	-0.9	2	-0.3	-0.9	-4	5
COc1ccccc1NC(=O)c1cnc2c(-c3ccccc3)c(C)nn2c1C	-1	1.7	4	-1.5	-16	0.5	-21	0.0	-0.3	3	-2
CC(C)Cn1c(CCCNC(=O)c2ccc(F)cc2)nc2ccccc21	-4	-1.4	1	-1.5	2	-2.2	5	-0.1	-3.1	0	2
CC(=O)c1cccc(NC(=O)C2CC(=O)N(c3cccc(C)c3C)C2)c1 (stereo not drawn)	-3	2.1	1	-1.5	4	-0.1	1	0.0	-0.1	4	-7
O=C(NCc1cccnc1)c1cccc(S(=O)(=O)Nc2cccc(Cl)c2)c1	-1	-0.8	-3	-1.2	4	-0.6	-2	-0.7	-1.0	1	1
Cc1cc2c(=O)n(C)c(SCC(=O)Nc3cccc(F)c3)nc2s1	-3	0.6	5	-1.3	1	-2.1	-6	-0.2	-1.6	-4	-1
CC(=C1C(=O)c2ccccc2C1=O)N1CCN(c2ccccn2)CC1	0	0.9	1	-1.2	-2	-0.6	-4	-0.4	-0.9	-5	7
O=C(O)c1cccc2sc3cc(Cl)ccc3c(=O)c12	0	0.4	-2	-0.8	-64	-0.4	-85	-0.2	-1.3	-151	-2

Following part:
mol	SMARCA2 act	DAX1 inh-1	NR1D1 modulator	ssDAF-12 act	PLC-gamma1 inh	hcDAF12 agonist	PLC-beta3 inh	DAX1 inh-2	hgDAF12 agonist	ADAM17 inh	MBD2 inh
COC(=O)Cc1ccc(NC(=S)NC(C)(C)C)cc1	2	-1.8	1	-1.1	4	0.0	1	0.4	0.5	-2	3
Cc1nn(-c2cccc(Cl)c2)c(Cl)c1/C=N/NC(=O)c1cccnc1	2	-0.1	-2	-2.5	0	-1.1	1	-0.9	1.5	-1	5
CCCCSc1ncc(C(=O)OCC)c(N)n1	1	2.5	0	0.6	3	3.7	4	3.7*	15*	4	3
O=C1CC(c2cccc(Cl)c2)CC(O)=C1C=NCCCO (stereo not drawn)	-6	-0.4	5	-0.6	0	-0.9	-4	0.0	1.8	3	-5
COc1ccc(O)c(C2=Nc3ccccc3N=C(c3ccco3)C2)c1	4	1.9	-1	0.1	-109	2.5	-131	-0.1	1.4	-15	0
C(=N\Nc1nc(-c2ccccc2)cs1)/c1cccs1	6	2.1	5	0.5	0	5.8*	-1	1.5	3.5	-1	-3
CCn1c(C)c(C)c2cc(C(=O)Nc3cccc(Cl)c3)ccc21	4	1.7	4	-1.1	-13	-0.7	-17	0.7	5.3	0	1
COc1ccc(Cc2noc(CN3CCNC(=O)CC3)n2)cc1OC	-3	0.9	-2	-1.5	2	-2.0	4	-0.3	1.0	-1	2
CC(NC(=O)C1CCCCC1)c1ccc2c(c1)OCCO2 (stereo not drawn)	-1	-0.3	-6	-1.1	6	-1.7	0	-0.8	-0.8	0	4
O=C(NCCc1ccccc1)OCc1cn(-c2ccc(F)cc2)nn1	-2	nt	-4	-0.5	-1	-1.6	-5	0.3	-1.1	-8	-5
COc1ccc(CCNS(=O)(=O)c2cccs2)cc1	0	-0.8	-1	-1.3	1	-0.7	0	-0.6	0.8	-1	-3
NC(=O)c1ccc(NC(=O)COC(=O)c2ccc(Cl)nc2)cc1	-2	0.8	8	-1.1	-1	-0.8	-9	-1.0	2.0	1	-2
Cc1ccc(S(=O)(=O)CCC(=O)NCc2ccccc2)cc1	-3	0.0	0	-1.3	1	0.0	2	0.8	4.3	-1	5
O=C(CC1C(=O)NCCN1C(=O)c1ccc(F)cc1)OCc1ccccc1 (stereo not drawn)	5	0.6	4	-1.5	1	0.2	2	-0.4	-0.3	-2	-3
CCOc1ccccc1NC(=O)COC(=O)c1cccc(-c2ccc(OC(C)=O)cc2)c1	-3	0.1	1	-1.1	6	-2.5	3	0.3	-0.1	2	0

As entered above:
Value of C(=N\Nc1nc(-c2ccccc2)cs1)/c1cccs1 in ADAM17 inh: -1
Value of COC(=O)Cc1ccc(NC(=S)NC(C)(C)C)cc1 in DAX1 inh-2: 0.4

(more compounds)
mol	SMARCA2 act	DAX1 inh-1	NR1D1 modulator	ssDAF-12 act	PLC-gamma1 inh	hcDAF12 agonist	PLC-beta3 inh	DAX1 inh-2	hgDAF12 agonist	ADAM17 inh	MBD2 inh
O=C(c1ccccc1)c1ccc(C(=O)N2CCN(c3ccccc3O)CC2)cc1	-5	-0.2	0	-1.3	-5	-2.4	-3	-0.5	-3.5	1	-7
CC1CC(C)(C)CC2(C1)NC(=O)N(CC(=O)N(C)Cc1nc3ccccc3c(=O)[nH]1)C2=O (stereo not drawn)	0	0.1	-1	-0.5	3	0.8	1	-0.6	-0.5	-4	1
COc1ccc(CNC(=O)CN2CCC(C(=O)c3ccc(OC)cc3)CC2)cc1	-5	-2.1	7	-2.2	-3	-1.4	-1	-1.6	-0.8	-3	-1
CC1CN(C(=S)SCCN2Cc3ccccc3C2=O)CC(C)O1 (stereo not drawn)	0	1.0	1	-0.5	5	3.5	3	-0.4	3.1	0	0
c1ccc2sc(NC3=NCN(CCN4CCOCC4)CN3)nc2c1	-4	0.3	3	-1.8	7	0.4	-5	-0.4	1.4	-4	1
Cc1ccc(CNS(=O)(=O)c2ccc(-n3cnnn3)c(C)c2)cc1	-5	-1.2	-2	-1.1	-2	2.6	-12	-0.6	-1.7	-9	2
CCC(c1nnc(SCC(=O)Nc2cc(C)on2)o1)N(C)C (stereo not drawn)	-3	0.2	1	-1.8	9	-0.5	-1	2.3	-1.2	6	0
Cc1cc(C)cc(NC(=O)C2(C(=O)C3CC3)CC(c3ccccc3C(F)(F)F)=NO2)c1 (stereo not drawn)	-1	nt	5	-1.3	-2	-0.1	2	-0.9	-1.0	7	-1
Fc1ccc(N/N=C(/c2ccccc2)c2ccccn2)cc1	-1	-0.2	1	-0.8	4	-3.5	6	-0.3	1.2	4	-1
CC(=O)Nc1ccc(S(=O)(=O)Nc2ccccc2N2CCOCC2)cc1	1	-0.2	-5	-1.2	0	-2.7	-5	-0.9	-1.1	-1	-2
C=CCN1C(=O)[C@H](CC(=O)NCc2cccc(C(F)(F)F)c2)[C@@]2(C(=O)OCC)CCCC=C12	-2	nt	-2	-0.9	-2	-1.4	3	-1.1	5.0	-6	0
COc1ccc(C(=O)c2cc3c(cc2[N+](=O)[O-])OCCO3)cc1	0	-2.3	2	-2.1	1	-1.9	0	-0.4	1.4	0	4
O=C(N/N=C/c1cccs1)c1ccc2ncccc2c1	4	0.5	8	-1.1	-2	1.1	-12	-0.1	1.9	-2	-4
COc1ccc(C(=O)NC(C)c2nnc(SCC(=O)Nc3nc(C)cs3)n2C)cc1 (stereo not drawn)	2	0.0	1	-1.4	3	1.5	-2	-0.8	3.4	-1	6
O=C(CC(CC(=O)c1ccccc1)c1ccccn1)c1ccccc1	-3	0.0	5	-1.2	2	-2.1	0	-0.3	-1.8	3	5

The list continues:
mol	SMARCA2 act	DAX1 inh-1	NR1D1 modulator	ssDAF-12 act	PLC-gamma1 inh	hcDAF12 agonist	PLC-beta3 inh	DAX1 inh-2	hgDAF12 agonist	ADAM17 inh	MBD2 inh
CCc1nc2c(OCCn3cccc3)cccn2c1N(C=O)Cc1ccc(OC)cc1	-3	nt	3	-1.0	-7	-0.6	-17	-0.1	-1.8	6	-6
Cc1ncoc1C(=O)Nc1ccccc1C(N)=O	-2	-0.6	0	-1.4	-4	-0.5	-3	-0.9	-0.5	-9	2
O=[N+]([O-])c1ccc(NN=Cc2cccc([N+](=O)[O-])c2)cc1	-3	-1.0	-14	-1.2	1	-1.9	2	-3.2	-0.2	-2	1
Cc1c(OCC(=O)Nc2cccnc2)ccc2c3c(c(=O)oc12)CCC3	1	0.8	4	-1.0	2	0.0	-5	1.5	2.8	-7	0
COCCNC(=O)/C(C#N)=C/c1ccc(OC(=O)c2cccs2)c(OC)c1	3	0.5	6	-1.7	0	-0.7	-7	-0.5	1.1	-2	-5
N=c1c(C(=O)NCC2CCCO2)cc2c(=O)n3ccccc3nc2n1Cc1ccc(Cl)cc1 (stereo not drawn)	0	0.0	2	0.1	-382	2.3	i	-0.5	-0.4	i	3
Nc1cc(=O)[nH]c(SCC(=O)Nc2nnc(-c3ccccc3)s2)n1	1	-0.1	-2	-0.2	-1	-1.6	0	0.0	5.4	-3	2
O=C(OCCCc1cc2ccccc2c(=O)o1)c1ccc2c(c1)OCO2	0	2.3	0	-1.1	0	-1.4	-4	-0.1	-1.6	-2	5
CCCc1nnc(NC(=O)CSc2ncn[nH]2)s1	1	1.4	8	-1.6	2	-1.2	2	0.5	0.6	-1	-2
OCC(O)C1OC(Nc2ccc(Br)cc2)C(O)C1O (stereo not drawn)	3	-0.1	-3	-1.7	1	-1.0	0	0.0	0.3	2	1
CCN(CC(=O)Nc1ccccc1OC)C(=O)COc1ccc2ccccc2c1	0	-2.6	-1	-2.1	-2	-2.1	-1	0.3	-0.9	-3	3

Among those listed so far, 2 contain a COOH group.
mol	SMARCA2 act	DAX1 inh-1	NR1D1 modulator	ssDAF-12 act	PLC-gamma1 inh	hcDAF12 agonist	PLC-beta3 inh	DAX1 inh-2	hgDAF12 agonist	ADAM17 inh	MBD2 inh
CCOc1ccccc1-c1nc(SCC(=O)O)n[nH]1	-1	-0.5	1	-0.7	-1	3.4	1	-0.3	1.6	-2	-5
O=C(O)c1cccc2sc3cc(Cl)ccc3c(=O)c12	0	0.4	-2	-0.8	-64	-0.4	-85	-0.2	-1.3	-151	-2

Shown as a hit in DAX1 inh-2, among the entries above:
SMILES | SMARCA2 act | DAX1 inh-1 | NR1D1 modulator | ssDAF-12 act | PLC-gamma1 inh | hcDAF12 agonist | PLC-beta3 inh | DAX1 inh-2 | ADAM17 inh | MBD2 inh
CCCCSc1ncc(C(=O)OCC)c(N)n1 | 1 | 2.5 | 0 | 0.6 | 3 | 3.7 | 4 | 3.7* | 4 | 3

Source: PubChem (several laboratories)
